U2OS ROS induce = raises reactive oxygen species in U2OS cancer cells; ROS induction (% of piperlongumine), % at 10 µM; U2OS ROS induction, H2DCF-DA fluorescence; 46,000 tested, 2% active; in the data active = ROS induction above about 79%, passing the limit was not always enough; inconclusive = no clear call, values can overlap the other calls;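 note: 0% = DMSO vehicle median and 100% = reference compound median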
* = called active by the depositor; u = inconclusive. These rows are one share of the data. The share of hits here may be higher or lower than overall.

molecule,U2OS ROS induce
C[C@H]1CN([C@@H](C)CO)C(=O)c2cccc(NC(=O)c3nc4ccccc4s3)c2O[C@H]1CN(C)C(=O)Nc1ccc(F)cc1,18.3
Cn1nnnc1SCC(=O)Nc1cc(Cl)cc(Cl)c1,2.2
C[C@@H]1CN([C@H](C)CO)C(=O)c2cccc(NC(=O)c3ccncc3)c2O[C@H]1CN(C)Cc1ccc(-c2ccccc2)cc1,36.2
O=C(NO)c1cccc(C(=O)N/N=C/c2cccc(O)c2)c1,10.5
CNC(=O)N(c1ccccc1)c1ccccc1,-4.4
COc1cccc(-c2nnc(-c3ccccc3)o2)c1,13.2
C[C@@H]1CN([C@@H](C)CO)C(=O)c2cccc(NS(=O)(=O)c3cccs3)c2O[C@H]1CN(C)C,-5.8
C[C@H]1CN([C@@H](C)CO)C(=O)Cc2cc(NC(=O)CCN3CCOCC3)ccc2O[C@H]1CN(C)Cc1ccc2c(c1)OCO2,3.8
C[C@H]1CN([C@@H](C)CO)C(=O)c2cc(NS(=O)(=O)c3ccc(Cl)cc3)ccc2O[C@@H]1CN(C)Cc1ccc(C(=O)O)cc1,4.8
C[C@@H]1CN([C@H](C)CO)C(=O)Cc2cc(NC(=O)NC3CCCCC3)ccc2O[C@@H]1CN(C)C(=O)NC1CCCCC1,-0.4
COc1ccccc1CC(=O)Nc1ccc(-c2noc(-c3ccc(OC)c(OC)c3)n2)cc1,5.4
O=C1Cc2ccccc2N1c1c(Cl)cccc1Cl,-12.2

For reference, two of the compounds above:
molecule,U2OS ROS induce
COc1ccccc1CC(=O)Nc1ccc(-c2noc(-c3ccc(OC)c(OC)c3)n2)cc1,5.4
O=C1Cc2ccccc2N1c1c(Cl)cccc1Cl,-12.2

Following part.
molecule,U2OS ROS induce
C[C@H](CO)N1C[C@H](C)[C@@H](CN(C)C)Oc2c(NC(=O)C3CC3)cccc2C1=O,-13.3
CC1CCCCC1NC(=O)c1ccc2c(=O)n(CCCN3CCCC3=O)c(=S)[nH]c2c1 (stereo unspecified),7.8
O=C(N/N=C/c1ccc([N+](=O)[O-])c(O)c1)c1ccccc1O,0.6
COc1ccc(CN(C)C[C@H]2Oc3c(NS(=O)(=O)c4ccc(Cl)cc4)cccc3C(=O)N([C@H](C)CO)C[C@@H]2C)cc1,-0.9
Cc1cc(N(CC(=O)Nc2cccc(C(F)(F)F)c2)S(C)(=O)=O)ccc1Br,10.5
Cc1noc(C)c1S(=O)(=O)Nc1ccc2c(c1)C(=O)N([C@@H](C)CO)C[C@H](C)[C@@H](CN(C)S(=O)(=O)c1ccccc1)O2,-25.8
C[C@H](CO)N1C[C@H](C)[C@H](CN(C)Cc2ccccc2)Oc2c(NC(=O)c3cnccn3)cccc2C1=O,4.1
Fc1ccc(Nc2ncnc3c2oc2ccccc23)cc1,10.6
C[C@H]1CN([C@@H](C)CO)C(=O)c2cc(N(C)C)ccc2O[C@@H]1CN(C)Cc1ccc(C(F)(F)F)cc1,69.3
C=C1[C@H](OC(=O)C(C)CC)[C@@H](OC(=O)C(C)C)[C@@H](O)C(C)(C)/C=C\[C@H](C)C(=O)[C@@]2(O)C[C@H](C)[C@H](O)[C@@H]2[C@H]1OC(=O)C(C)CC (stereo partly specified),0.5
Cc1ccc(S(=O)(=O)Nc2ccc3c(c2)C(=O)N([C@H](C)CO)C[C@H](C)[C@@H](CN(C)S(=O)(=O)c2cccs2)OCCCC[C@@H](C)O3)cc1,24.6
Cc1noc(C)c1NC(=O)N(C)C[C@H]1OCCCC[C@@H](C)Oc2ccc(NC(=O)NC(C)C)cc2C(=O)N([C@H](C)CO)C[C@@H]1C,3.5
CCOc1cccc2cc(C(=O)Nc3nccs3)c(=Nc3ccc(C)c(C)c3)oc12,16.7
Cc1ccc(OCC(=O)Nc2ccc(-c3nc4ccccc4s3)c(O)c2)c(C)c1,-7.6
Cc1nc(SCC(N)=O)c2c(C)c(C)sc2n1,4.4
COC(=O)CN(c1cccc(C(C)=O)c1)S(C)(=O)=O,-24.9
CCOC(=O)CCCn1c(=O)c2cccn2c2ccccc21,1.3
C[C@H]1CN([C@@H](C)CO)C(=O)Cc2cc(NS(=O)(=O)c3ccccc3)ccc2O[C@H]1CN(C)Cc1ccc(C(=O)O)cc1,6.7
C[C@@H]1CN([C@H](C)CO)C(=O)c2cccc(NC(=O)c3cnccn3)c2O[C@@H]1CN(C)S(C)(=O)=O,-10.4
Cc1ccc(S(=O)(=O)Nc2ccc3c(c2)CC(=O)N([C@H](C)CO)C[C@H](C)[C@H](CN(C)C(=O)NC2CCCCC2)O3)cc1,15.3
Cc1c2cc(-c3cccs3)sc2nc2c(O)cc(=O)[nH]c12,-36.5
CNC[C@@H]1Oc2c(NC(=O)c3nc4ccccc4s3)cccc2C(=O)N([C@@H](C)CO)C[C@H]1C,-0.1
C[C@@H]1CN([C@H](C)CO)C(=O)Cc2cc(NC(=O)Nc3cccc4ccccc34)ccc2O[C@H]1CN(C)Cc1ccc(C(=O)Nc2ccccc2N)cc1,16.4
COc1ccc(C(=O)N2CCC(Cc3ccccc3)CC2)cc1OC,-22.6
CC(C)OC(=O)N(C)C[C@H]1OCc2cn(nn2)CCCC(=O)N([C@H](C)CO)C[C@H]1C,6.5
C[C@H](CO)N1C[C@H](C)[C@H](CN(C)Cc2ccc(C(=O)O)cc2)Oc2c(NC(=O)C3CC3)cccc2C1=O,5.1
COC(=O)CSc1nc(C)c2c(n1)CCCC2,-12.6
C[C@@H]1CN([C@@H](C)CO)C(=O)c2cccc(NC(=O)Nc3ccc(F)cc3)c2O[C@H]1CN(C)Cc1ccc(C(=O)Nc2ccccc2N)cc1,68.4
C=C(C)Cc1c(C)nc(-c2ccc(Cl)cc2)nc1OC(=S)N(CC)CC,u
C[C@@H]1CN([C@H](C)CO)C(=O)Cc2cc(NS(=O)(=O)c3cn(C)cn3)ccc2O[C@H]1CN(C)Cc1ccc(Cl)c(Cl)c1,-10.2
O=C(CCCCC(=O)N/N=C/c1cc(Br)cc(Br)c1O)NO,25.3
Cc1ccccc1NC(=O)c1ccccc1NC(=O)c1ccccc1,-16.1
C[C@@H]1CCCCO[C@H](CN(C)Cc2ccncc2)[C@@H](C)CN([C@H](C)CO)C(=O)c2cc(NC(=O)Nc3ccc(C(F)(F)F)cc3)ccc2O1,-4.4
COc1ccccc1NC(=O)C1=C(C)Nc2ncnn2C1c1ccccc1C(=O)O (stereo unspecified),-5.7
C[C@H]1CN([C@@H](C)CO)C(=O)Cc2cc(NS(=O)(=O)c3ccccc3)ccc2O[C@H]1CN(C)CC1CC1,15.4
CCOC(=O)N1CCC(NC(=O)c2sc3nc4n(c(=O)c3c2C)CCCC4)CC1,-10.9

Brought forward from above: five entries, then new ones.
molecule,U2OS ROS induce
Cc1ccccc1NC(=O)c1ccccc1NC(=O)c1ccccc1,-16.1
C[C@@H]1CCCCO[C@H](CN(C)Cc2ccncc2)[C@@H](C)CN([C@H](C)CO)C(=O)c2cc(NC(=O)Nc3ccc(C(F)(F)F)cc3)ccc2O1,-4.4
COc1ccccc1NC(=O)C1=C(C)Nc2ncnn2C1c1ccccc1C(=O)O (stereo unspecified),-5.7
C[C@H]1CN([C@@H](C)CO)C(=O)Cc2cc(NS(=O)(=O)c3ccccc3)ccc2O[C@H]1CN(C)CC1CC1,15.4
CCOC(=O)N1CCC(NC(=O)c2sc3nc4n(c(=O)c3c2C)CCCC4)CC1,-10.9
COCCOC(=O)N1C(=O)[C@@]2(c3cc(C#CCC(C(=O)OC)C(=O)OC)ccc31)[C@H](c1ccc(O)cc1)N1[C@H](c3ccccc3)[C@H](c3ccccc3)OC(=O)[C@H]1[C@@H]2C(=O)N1CCc2cc(OC)c(OC)cc2C1,41.2
O=C(c1cc2nc(-c3ccco3)cc(C(F)(F)F)n2n1)N(Cc1ccccc1)Cc1ccccc1,13.6
C=C(C)C(=O)O[C@H]1[C@H]2C(=C)C(=O)O[C@@H]2C[C@@H](C)/C=C/C(=O)[C@](C)(O)[C@@H]1OC(C)=O,u
C[C@H]1CN([C@@H](C)CO)C(=O)c2cc(NC(=O)CCC(F)(F)F)ccc2O[C@H]1CN(C)Cc1ccccc1,-23.6
COc1ccc(CN(C)C[C@@H]2Oc3ccc(NC(=O)Nc4ccc(OC)cc4)cc3C(=O)N([C@H](C)CO)C[C@H]2C)cc1,6.1
C[C@H]1CN([C@@H](C)CO)C(=O)Cc2cc(NS(=O)(=O)c3cccs3)ccc2O[C@H]1CN(C)Cc1ccccc1,1.6
COC(=O)C1=CO[C@@H](O[C@@H]2O[C@H](CO)[C@@H](O)[C@H](O)[C@H]2O)[C@H]2[C@@H]1[C@H](OC(C)=O)C[C@]2(C)O,13.2
C=CCNC(=O)[C@H]1[C@@H]2C(=O)O[C@@H](c3ccccc3)[C@@H](c3ccccc3)N2[C@@H](c2ccc(OCCO)cc2)[C@]12C(=O)Nc1ccc(C#CCNC(N)=O)cc12,9.8
C[C@@H]1CN([C@@H](C)CO)C(=O)c2cccc(NC(=O)c3cnccn3)c2O[C@@H]1CN(C)C(=O)Nc1ccccc1,1.6
C[C@@H]1CCCCO[C@@H](CN(C)CC2CC2)[C@@H](C)CN([C@H](C)CO)C(=O)c2cc(NC(=O)Nc3ccc(C(F)(F)F)cc3)ccc2O1,31.7
C[C@@H]1CN([C@H](C)CO)C(=O)CCCn2cc(nn2)CO[C@H]1CN(C)C(=O)c1ccc(N2CCN(C)CC2)cc1,2.1
O=C(NCc1nc2ccccc2s1)c1cc(F)cc2c1OCOC2,-0.4

The list goes on:
| SMILES | U2OS ROS induce |
| --- | --- |
| COC(=O)c1cc2sccc2n1CC(=O)Nc1ccc(C(C)C)cc1 | -8.2 |
| C[C@H](CO)N1C[C@H](C)[C@H](CN(C)S(=O)(=O)c2ccc(Cl)cc2)OCc2cnnn2CCCC1=O | -4.4 |
| C[C@H](CO)N1C[C@H](C)[C@@H](CN(C)C(=O)NC2CCCCC2)Oc2ccc(NC(=O)Cc3cn(C)c4ccccc34)cc2C1=O | 2.1 |
| CC(C)NC(=O)Nc1ccc2c(c1)CC(=O)N([C@H](C)CO)C[C@@H](C)[C@@H](CN(C)Cc1ccc(C(=O)Nc3ccccc3N)cc1)O2 | -4.7 |
| COc1ccc(NC(=O)Nc2ccc3c(c2)CC(=O)N([C@@H](C)CO)C[C@@H](C)[C@@H](CN(C)CC2CC2)O3)cc1 | -10.1 |
| Nc1nnc(SCC(=O)Nc2ccc(F)c(Cl)c2)s1 | 0.6 |
| O=C(Nc1ccc(Cl)cc1Cl)C1CC(=O)n2ncnc2N1 (stereo unspecified) | 3.6 |
| COc1ccc(CN(C)C[C@@H]2Oc3ccc(NC(=O)Nc4cccc5ccccc45)cc3C(=O)N([C@@H](C)CO)C[C@H]2C)cc1 | 5.8 |
| COc1cc(O)c2c(=O)c(O[C@@H]3O[C@@H](CO)[C@H](O)[C@H]3O[C@@H]3O[C@@H](C)[C@H](O)[C@@H](O)[C@H]3O)c(-c3ccc(O)cc3)oc2c1 | 0.9 |
| C[C@@H]1CN([C@H](C)CO)C(=O)Cc2cc(NC(=O)Cn3cnnn3)ccc2O[C@@H]1CN(C)S(=O)(=O)c1cccs1 | 1.1 |
| O=C(Nc1cccc(CCc2ccccn2)c1)c1ccc(Cl)cc1 | 5.4 |
| COc1ccc(NC(=O)Nc2cccc3c2O[C@@H](CN(C)CC2CCCCC2)[C@H](C)CN([C@H](C)CO)C3=O)cc1 | -1.8 |
| COc1ccc(NC(=O)Nc2cccc3c2O[C@@H](CN(C)S(C)(=O)=O)[C@@H](C)CN([C@@H](C)CO)C3=O)cc1 | 23.1 |
| C=CCNC(=O)c1cnn2c(C(F)(F)F)cc(-c3cccs3)nc12 | 20.7 |
| C[C@@H]1CN([C@H](C)CO)C(=O)c2cccc(NC(=O)CCCCCC(=O)Nc3ccccc3N)c2O[C@@H]1CN(C)Cc1ccc2c(c1)OCO2 | -5.5 |
| C[C@@H]1CN([C@H](C)CO)C(=O)Cc2cc(NC(=O)CCCCCC(=O)Nc3ccccc3N)ccc2O[C@@H]1CN(C)C(=O)NC1CCCCC1 | 1.1 |
| CS(=O)(=O)N(CC(=O)Nc1ccccc1Sc1ccccc1)c1ccc(F)cc1 | -6.7 |
| N#CC(=C(/N)Sc1ccccc1N)/C(C#N)=C(\N)Sc1ccccc1N | 1.2 |
| C[C@H](CO)N1C[C@H](C)[C@H](CN(C)Cc2ccc(C(F)(F)F)cc2)Oc2c(NC(=O)Nc3ccccc3)cccc2C1=O | 11.7 |
| C=CCN1C(=O)[C@@]2(O[C@@H](CCO)[C@H]([Si](C)(C)c3ccc(OC)cc3)[C@H]2C)c2cc(I)ccc21 | 93.6* |
| C[C@@H]1CN([C@H](C)CO)C(=O)c2cccc(NC(=O)Nc3cccc4ccccc34)c2O[C@@H]1CN(C)C(=O)Nc1ccc2c(c1)OCO2 | 11.8 |
| C[C@H]1CN([C@@H](C)CO)C(=O)c2cc(NC(=O)Cc3ccccc3)ccc2O[C@H]1CN(C)CC1CCCCC1 | 2.6 |
| COc1ccc(NC(=O)c2cc3cc(OC)ccc3oc2=N)cc1 | 32.0 |
| C[C@@H]1CN([C@H](C)CO)C(=O)Cc2cc(NC(=O)NC3CCCCC3)ccc2O[C@H]1CN(C)S(C)(=O)=O | 13.9 |
| COc1cccc(NC(=S)N(Cc2ccccc2)Cc2ccc(C)o2)c1 | 2.9 |
| COC(=O)c1ccccc1NC(=O)CSc1nnc(C23CC4CC(CC(C4)C2)C3)n1C | -5.2 |
| Cc1ccc(S(=O)(=O)Nc2ccc3c(c2)C(=O)N([C@H](C)CO)C[C@@H](C)[C@H](CN(C)Cc2ccc4c(c2)OCO4)O3)cc1 | 4.6 |
| C[C@H](CO)N1C[C@H](C)[C@H](CN(C)Cc2ccc(Oc3ccccc3)cc2)Oc2ccc(NC(=O)Cc3cn(C)c4ccccc34)cc2C1=O | 2.1 |
| CSc1nc(Nc2cccc(C(F)(F)F)c2)cc(C(F)(F)F)c1C#N | 30.9 |
| COc1ccc(CN(C)C[C@@H]2Oc3ccc(NC(=O)Nc4c(C)noc4C)cc3C(=O)N([C@H](C)CO)C[C@H]2C)cc1 | 0.5 |
| C[C@@H]1CCCCO[C@@H](CN(C)Cc2ccc3c(c2)OCO3)[C@@H](C)CN([C@H](C)CO)C(=O)c2cc(NS(=O)(=O)c3cn(C)cn3)ccc2O1 | -2.4 |
| CCCNC(=O)c1ccc2nc(N3CCCCC3)sc2c1 | -11.7 |

Screens from PubChem BioAssay.
